Assay outcomes as filed in PubChem.
PREPL inhibitor: inhibits the human prolyl oligopeptidase-like enzyme; recombinant PREPL, fluorescence polarization activity-based probe; 320,000 compounds, 0.68% hits; Q4J6C6; inhibition, % at 5.96 µM; in the data active = inhibition above about 43%;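 also: 0% = enzyme with DMSO and 100% = wells lacking enzyme; many of its hits are not listed in these tables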
Target sequence (Q4J6C6 whole entry, looked up): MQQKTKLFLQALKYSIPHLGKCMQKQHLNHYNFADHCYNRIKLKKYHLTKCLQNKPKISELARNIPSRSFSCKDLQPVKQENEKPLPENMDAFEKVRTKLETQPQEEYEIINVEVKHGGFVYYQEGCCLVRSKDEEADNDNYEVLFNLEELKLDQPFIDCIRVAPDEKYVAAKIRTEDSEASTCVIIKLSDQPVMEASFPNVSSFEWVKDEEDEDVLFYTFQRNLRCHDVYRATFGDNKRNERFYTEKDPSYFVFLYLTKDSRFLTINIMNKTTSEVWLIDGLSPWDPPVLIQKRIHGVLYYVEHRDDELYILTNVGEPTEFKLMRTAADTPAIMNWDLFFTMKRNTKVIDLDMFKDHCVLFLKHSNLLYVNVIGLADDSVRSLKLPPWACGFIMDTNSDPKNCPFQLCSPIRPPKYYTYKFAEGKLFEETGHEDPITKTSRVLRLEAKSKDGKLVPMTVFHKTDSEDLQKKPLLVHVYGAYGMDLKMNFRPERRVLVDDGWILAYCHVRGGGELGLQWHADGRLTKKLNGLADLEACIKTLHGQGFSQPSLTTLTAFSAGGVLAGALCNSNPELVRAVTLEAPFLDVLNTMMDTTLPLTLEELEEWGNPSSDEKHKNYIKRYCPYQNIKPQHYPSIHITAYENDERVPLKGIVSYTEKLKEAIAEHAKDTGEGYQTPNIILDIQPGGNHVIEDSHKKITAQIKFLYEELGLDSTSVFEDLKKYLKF
ZTA DNA inh: ZTA (EBV) inhibition in EBNA-1 counter-screen; P03206; ZTA-DNA binding, fluorescence polarization; inhibition, % at 11 µM; 320,000 compounds, 0.15% hits; in the data active = inhibition above about 33%
Target sequence (P03206 whole entry, looked up): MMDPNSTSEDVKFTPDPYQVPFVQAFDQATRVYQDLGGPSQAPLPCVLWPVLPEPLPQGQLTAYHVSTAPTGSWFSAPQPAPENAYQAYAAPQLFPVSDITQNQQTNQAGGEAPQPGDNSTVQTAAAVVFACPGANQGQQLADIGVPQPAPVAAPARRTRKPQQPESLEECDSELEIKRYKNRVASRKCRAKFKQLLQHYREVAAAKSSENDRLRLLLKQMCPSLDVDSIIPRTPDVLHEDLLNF
TPT1 inhibitor: blocks Candida albicans tRNA 2'-phosphotransferase. recombinant caTPT1, FP RNA substrate dephosphorylation. inhibition, % at 5 µM. 300,000 compounds, 0.81% hits. AID 1962;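 active = inhibition above the mean of all tested compounds plus 3 SD, set per screening campaign, cut at about 24% in these data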;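 also: plate controls were DMSO alone for no effect and ferristatin control at 100 nM for full effect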
PP5 primary: PP5 (human) phosphatase inhibition. purified PP5c, OMFP substrate fluorescence. P53041. 320,000 compounds, 0.18% hits. AID 1987. inhibition, % at 6.7 µM;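 active = inhibition above the campaign's mean inhibition across all tested compounds plus 3 SD, cut at about 9.5% in these data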;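 also: 0% = DMSO only and 100% = 100 µM cantharidin control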
EBNA-1 inh: blocks EBNA-1 binding to DNA. EBNA-1 DNA binding, fluorescence polarization. 300,000 compounds, 0.34% hits. inhibition, % at 14.8 µM; in the data active = inhibition above about 28%
PP1 inh: counter-screen for PP5 inhibitors: inhibitors of human PP1-alpha; P62136; 320,000 compounds, 0.9% hits; AID 2235; inhibition, % at 6.7 µM; purified PP1alpha, OMFP fluorescence;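 active = inhibition above the mean inhibition of all tested compounds plus 3 SD, computed separately for each screening campaign, cut at about 15% in these data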
Fh CTSL1 inh: counter-screen for PFM18AAP inhibitors: inhibitors of F. hepatica cathepsin L1 | 300,000 compounds, 0.49% hits | AID 1906 | inhibition, % at 5.96 µM | recombinant F. hepatica cathepsin L1, Z-Leu-Arg-MCA fluorescence;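 active = inhibition above the mean of all tested compounds plus 3 SD, set per screening campaign, cut at about 17% in these data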;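 also: 0% = plate median of test compound wells and 100% = 1 µM Z-Phe-Ala-diazomethylketone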
Efflux pump mplx: inhibitors of Candida antifungal efflux pumps expressed in yeast; AID 485275; inhibition, % at 10 µM; 330,000 compounds, 0.44% hits; S. cerevisiae Candida pump triplex, Nile Red efflux;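 active = plate passing quality check with inhibition over a set limit, or well fluorescence over plate mean plus 4 SD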;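 also: Nile Red retained in pooled yeast measured as flow cytometry median fluorescence; 0% = buffer negative control and 100% = Enniatin B positive control; higher means more Nile Red kept so more efflux inhibition; some compounds called inactive have numbers as strong as hits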
HCV core dimer: blocks dimerization of HCV core protein | AID 1899 | inhibition, % at 5 µM | TR-FRET GST/Flag-core106 dimerization, 1536-well | 300,000 compounds, 0.33% hits;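 active = inhibition above the mean of all tested compounds plus 3 SD, set per screening campaign, cut at about 45% in these data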
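System: GST/Flag-tagged HCV core106 proteins. Incubation: compound-protein-antibody incubation 4 h at 22.5 °C. Technique: HTRF with 340 nm excitation, 617/671 nm emission. Medium: KF-containing HEPES buffer, pH 7.45, DTT, CHAPS, BSA. Read-out: inhibition (%) from 671 over 617 nm ratio. Also added: Eu(K)-anti-GST 90 ng/mL plus XL665-anti-Flag 1 µg/mL.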
* hit, by the source's call; / = not tested or not shown. An excerpt; count on the stated rates, not on these rows.

Molecule | PREPL inhibitor | ZTA DNA inh | TPT1 inhibitor | PP5 primary | EBNA-1 inh | PP1 inh | Fh CTSL1 inh | Efflux pump mplx | HCV core dimer
CCc1ccc(NS(=O)(=O)c2ccc(OC)c3ncccc23)cc1 | 8 | -4 | 2 | 3.2 | -2 | -4 | 1 | 0.1 | 0
O=[N+]([O-])c1ccccc1C1Nc2cccc3cccc(c23)N1 | 27 | 5 | 3 | 5.8 | -18 | 6 | 1 | 0.2 | 22
Cc1nnc(N/N=C/c2ccc(Br)cc2)n1N | 8 | -6 | 6 | 1.9 | -9 | -5 | 1 | 0.2 | -3
CC(CC(=O)O)CC(=O)Nc1ccc(Br)cc1 (centres undefined) | 10 | 17 | -2 | 2.4 | 3 | -1 | -1 | 0.1 | -2
COc1ccc(C(=O)NC(Cc2ccccc2)c2ccc3c(c2)OCCCO3)cc1 (centres undefined) | -4 | -5 | 1 | 1.8 | 3 | -3 | 0 | 0.0 | 2
COC(=O)c1cc(Br)ccc1NC(=O)Nc1ccccc1 | -5 | 2 | -4 | 2.2 | 12 | 0 | 0 | 0.0 | -11
O=C(COc1ncnc2sccc12)Nc1ccc(F)cc1F | 4 | 6 | 7 | -1.8 | -2 | -1 | -5 | 0.2 | 3
Cc1cc(=O)[nH]c(SCc2nc3ccccc3n2Cc2ccccc2)n1 | 21 | -10 | -3 | -1.1 | 4 | -1 | -1 | 0.2 | 3
COc1ccc(S(=O)(=O)N2c3cc(Cl)ccc3Oc3nc4ccccc4nc32)cc1 | 1 | 0 | 2 | -0.5 | 0 | 1 | 2 | -0.1 | 1
CCn1c(CSc2nc(C)cc(C)n2)nnc1SCC(=O)Nc1cccc2ccccc12 | -17 | -9 | 5 | 2.2 | -6 | -5 | -1 | 0.1 | 3
Cc1noc(C)c1C(=O)N1CCC(CO)(Cc2ccccc2)CC1 | -5 | 6 | 1 | 0.0 | 4 | -1 | 1 | 0.0 | 7
CC(=O)c1cccc(NC(=O)C(CC(C)C)NC(=O)C2CCCCC2)c1 (centres undefined) | 7 | -8 | -1 | 1.0 | -13 | -2 | 4 | 0.0 | -3
CCOC(=O)c1oc2cccc(OCC(O)CNC(C)C)c2c1C (centres undefined) | -21 | -7 | 0 | 0.8 | 2 | -3 | 0 | 0.0 | -3
NS(=O)(=O)c1ccc(CCNC(=O)c2ccccc2-c2ccccc2)cc1 | 4 | 8 | -3 | 0.1 | 1 | -3 | -1 | -0.1 | 3
CCN1C(=O)S/C(=C\c2ccc(N3CCOCC3)cc2C)C1=O | 9 | -15 | 39* | 2.2 | 9 | -2 | 2 | -0.3 | -2

Shown with two lines to a compound: eight of the compounds above.
Values run as follows: PREPL inhibitor | ZTA DNA inh | TPT1 inhibitor | PP5 primary | EBNA-1 inh | PP1 inh | Fh CTSL1 inh | Efflux pump mplx | HCV core dimer
Cc1cc(=O)[nH]c(SCc2nc3ccccc3n2Cc2ccccc2)n1
 : 21 | -10 | -3 | -1.1 | 4 | -1 | -1 | 0.2 | 3
COc1ccc(S(=O)(=O)N2c3cc(Cl)ccc3Oc3nc4ccccc4nc32)cc1
 : 1 | 0 | 2 | -0.5 | 0 | 1 | 2 | -0.1 | 1
CCn1c(CSc2nc(C)cc(C)n2)nnc1SCC(=O)Nc1cccc2ccccc12
 : -17 | -9 | 5 | 2.2 | -6 | -5 | -1 | 0.1 | 3
Cc1noc(C)c1C(=O)N1CCC(CO)(Cc2ccccc2)CC1
 : -5 | 6 | 1 | 0.0 | 4 | -1 | 1 | 0.0 | 7
CC(=O)c1cccc(NC(=O)C(CC(C)C)NC(=O)C2CCCCC2)c1 (centres undefined)
 : 7 | -8 | -1 | 1.0 | -13 | -2 | 4 | 0.0 | -3
CCOC(=O)c1oc2cccc(OCC(O)CNC(C)C)c2c1C (centres undefined)
 : -21 | -7 | 0 | 0.8 | 2 | -3 | 0 | 0.0 | -3
NS(=O)(=O)c1ccc(CCNC(=O)c2ccccc2-c2ccccc2)cc1
 : 4 | 8 | -3 | 0.1 | 1 | -3 | -1 | -0.1 | 3
CCN1C(=O)S/C(=C\c2ccc(N3CCOCC3)cc2C)C1=O
 : 9 | -15 | 39* | 2.2 | 9 | -2 | 2 | -0.3 | -2

Carrying on.
Molecule | PREPL inhibitor | ZTA DNA inh | TPT1 inhibitor | PP5 primary | EBNA-1 inh | PP1 inh | Fh CTSL1 inh | Efflux pump mplx | HCV core dimer
O=S(=O)(Nc1ccncc1Cl)c1cc(Cl)ccc1Cl | 0 | 11 | -2 | 1.1 | -5 | -1 | 2 | 0.3 | 3
O=C(Nc1ncccn1)c1ccc([N+](=O)[O-])cc1Cl | -5 | -15 | 1 | 4.4 | -3 | 7 | -6 | 0.0 | -7
O=C(NNC(=O)c1cc(O)c(O)c(O)c1)NC1CCCCC1 | -2 | 4 | -1 | 0.6 | 11 | -2 | -5 | 0.0 | -5
CC(c1ccccc1C(O)c1ccccc1)N(C)C (centres undefined) | 17 | -12 | 1 | 4.9 | 6 | 3 | -4 | 0.0 | -4
COC(=O)CCC(=O)OC1(C)C(=O)C2=CN(CCN3CCOCC3)C(c3ccc(OC)cc3)=CC2=C(Br)C1=O (centres undefined) | 33 | -2 | -3 | 11* | 3 | 2 | 10 | -0.1 | -3
Cc1ccc(NC(=O)CSc2nc(=O)n(CCN(C)C)c3c2CCCC3)c(C)c1 | 29 | -14 | 1 | 0.3 | 3 | -4 | 2 | -0.1 | 0
CCOC(=O)[C@@H]1[C@H]2COc3ccccc3[C@H]2N2C(=O)N(c3ccc(C(F)(F)F)cc3)C(=O)[C@]12C | -130 | -4 | 1 | 3.7 | -26 | 3 | -3 | 0.1 | -10
O=C(O)C1=CC[C@@H](c2ccc(Cl)cc2)N(S(=O)(=O)c2ccc(Cl)cc2)[C@H]1c1ccc(F)cc1 | -4 | 11 | -5 | 1.3 | 9 | 15 | -1 | -0.2 | 26
Cc1ccc(C(=O)Nc2cccc3ccccc23)o1 | 11 | -3 | 0 | 1.6 | -1 | 0 | 6 | 0.3 | -6
CCN(CC)P(=O)(Nc1ccc([N+](=O)[O-])cc1)c1c(C)nn(CCC#N)c1NC(=O)c1ccc(Cl)cc1Cl (centres undefined) | -10 | -3 | 0 | -0.2 | 5 | 1 | 6 | 0.1 | 1
Cc1cc(C)c(C(=O)OCCNC(=O)c2cccnc2)cc1C | 8 | 4 | -1 | 3.6 | -10 | -3 | -1 | 0.1 | 6
CCOC(=O)CCCN1CC(O)=C(c2nc3ccccc3s2)C1=N | 20 | 3 | 5 | -0.1 | 1 | -2 | 9 | 0.2 | 3
Cc1nc(N2CCN(C(=O)c3ccco3)CC2)c2c3c(sc2n1)CCC3 | 11 | 11 | -2 | 4.8 | -2 | 0 | -3 | 0.0 | 7
Cc1ccc(OCC(=O)O/N=C(\N)Cc2cccs2)cc1C | -6 | 11 | 0 | 0.7 | 7 | 0 | -15 | 0.0 | 2
NNC(=O)COc1ccccc1[N+](=O)[O-] | 18 | -1 | 0 | 0.4 | -11 | 0 | 0 | -0.1 | -1
Cc1[nH]c2ccccc2c1/C=N/NC(=O)CNC(=O)Cc1ccccc1 | 10 | -2 | 2 | 2.8 | -18 | 2 | -6 | 0.3 | -20
Cc1cc([N+](=O)[O-])cc([N+](=O)[O-])c1NCC(C)C | -2 | 10 | -3 | 3.0 | 8 | 7 | -1 | 0.1 | 1
COC(=O)c1oc2ccc(Br)cc2c1NC(=O)c1ccccc1 | 3 | 10 | 4 | 0.2 | 17 | -1 | 4 | -0.2 | -6
Cc1ccc(S(=O)(=O)N2CCNC(=O)CC2)cc1 | -2 | 5 | -2 | 0.7 | 6 | -2 | 3 | 0.1 | 4
Cc1nc2ccccc2c2oc(C(=O)NCCN3CCCCC3C)cc12 (centres undefined) | -8 | 9 | -1 | 0.2 | 2 | 3 | 0 | 0.0 | 6
CN(C)c1cncc(C(=O)O)c1 | -6 | -9 | 2 | 1.3 | 5 | -6 | -1 | 0.1 | -1
CN1CCN(C(=O)c2ccc3ccccc3c2)CC1 | 4 | -6 | -1 | -0.9 | 4 | -3 | 2 | -0.2 | -9
CCOc1ccc(Nc2nc(N)c([N+](=O)[O-])c(N3CCOCC3)n2)cc1 | 15 | -8 | -2 | 0.8 | -1 | 3 | 2 | -0.1 | -7
CNC(=O)CN1C(=O)NC2(CCc3ccccc32)C1=O (centres undefined) | -6 | -8 | 2 | 2.8 | -11 | -2 | 0 | 0.0 | -13
CN(c1ccc(C(=O)NCc2cccnc2)cc1)S(C)(=O)=O | -11 | -17 | -4 | -0.1 | -3 | -5 | -4 | -0.2 | -7
Cc1nnc2ccc(N3CCN(C(=O)c4ccccc4)CC3)nn12 | 4 | -1 | 0 | 3.7 | 6 | 3 | -5 | 0.1 | 4
Cc1ccc(C(=O)NCCCN2CCOCC2)o1 | -4 | 5 | -1 | -0.9 | 2 | -1 | -1 | 0.0 | -2
Cc1nc2cc(NC(=O)NC3CC3)ccc2n1C | -3 | 3 | 3 | 1.4 | 5 | 2 | -3 | 0.1 | 0
CCCC(=O)Nc1ccc(C(=O)Nc2nnc(COC)s2)cc1 | 0 | 7 | 2 | -1.1 | -3 | -2 | 2 | 0.0 | -2
CC(Oc1cccc(Cl)c1)C(=O)Nc1ccccc1C(=O)N1CCCCC1 (centres undefined) | 14 | 4 | 0 | 0.8 | -2 | -5 | 4 | 0.1 | -1
CCn1nc(C)c(CNC(=O)Nc2ccc3c(c2)OCO3)c1C | 13 | -12 | -2 | -0.5 | -7 | -1 | 7 | 0.0 | -4
Nc1n[nH]c(-c2ccc(F)cc2)n1 | 6 | -13 | 2 | 2.8 | -5 | 9 | -2 | 0.1 | -1
N/C(=N\OC(=O)/C=C/c1ccccc1Cl)c1cccnc1 | 2 | -10 | -6 | 1.9 | 9 | -5 | -9 | -0.2 | -6
CN(C)CCNC(=S)NC1CCCCC1 | 6 | 6 | 6 | -0.2 | -11 | -1 | 0 | 0.3 | -3
CCC(=O)c1ccc(OCC(=O)Nc2cccc(S(=O)(=O)N(C)c3ccccc3)c2)cc1 | -3 | 3 | / | 4.3 | / | 6 | / | -0.5 | /
CS(=O)(=O)N1CCC(C(=O)Nc2cccc([N+](=O)[O-])c2)CC1 | 16 | -10 | 0 | -1.2 | -2 | -3 | -2 | 0.0 | -3
CCO[C@H]1OC(C(=O)N2CCN(C)CC2)=C[C@@H](C(C)(C)C)[C@@H]1CCCO | 9 | 0 | -1 | 0.3 | -11 | -4 | 4 | 0.1 | -6
Cc1ccc(NC(=O)NCc2cccn2C)cc1C | -2 | 5 | -4 | 1.8 | -8 | 2 | -1 | 0.1 | 2
O=C(NCCO)C(=O)c1c(-c2ccccc2)cc2ccccn12 | 12 | 8 | 4 | 0.3 | 2 | 7 | 1 | 0.1 | 0
C/C(=N\NC(=S)Nc1ccccc1C)C1Cc2ccccc2C(=O)O1 (centres undefined) | -1 | 6 | -2 | -1.8 | -2 | -3 | -2 | 0.0 | 2
COc1c(C(=O)Nc2ccc(CN3CCOCC3)cc2)cc2ccccc2c1Br | 4 | 5 | -1 | 1.8 | 5 | 2 | 3 | -0.6 | 13
